Source: PubChem BioAssay
TRPV1 ag = HTS Assay for Compounds that Act as Agonists of the Vanilloid Receptor 1; hit rate 0.19% among 320,000; Transient receptor potential cation channel subfamily V member 1 (Homo sapiens), Q8NER1; activation, % at 8.33 µM; TRPV1-expressing cells, Fluo-8 calcium influx, agonist mode; AID 540275, 2011; in the data active = activation above about 80%; inconclusive = between about 30% and that limit; note: 0% is about no effect
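Cells expressing TRPV1 were dye-loaded with Fluo-8 and read kinetically: 10 s baseline, 3 min after compound (agonist portion), then 2 min after EC20 capsaicin (allosteric enhancer portion). Calcium-bound dye fluorescence at 480/520 nm.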
MLL CXXC-DNA inh = qHTS Fluorescence Polarization Assay for Inhibitors of MLL CXXC domain - DNA interaction; Histone-lysine N-methyltransferase 2A (Homo sapiens), Q03164; MLL-CXXC / FITC-HOXA9 DNA fluorescence polarization; Potency, µM (series often up to 115 µM), for inactives: at the highest dose activity change, negative = inhibition, hits mostly inhibitors; hit rate 0.037% among 290,000; AID 2662, 2010; active = well fitted inhibition curve with a large enough effect in the polarisation, with a control signal flat, not every such curve was filed as active; inconclusive = small, poorly fitted or top-dose-only effect, or effect the other way, or a change in a side signal; inactive = no such curve, though single readings can be large or run the other way; the % refers to the polarisation; note: potency is the fitted concentration of half-maximal effect
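Steps: dispense CXXC domain solution (7 uM) → pin compounds or unlabeled HOX-A9 DNA control → 5 min ambient → add FLSN-HOX-A9 solution (50 nM) → spin → 30 min ambient → fluorescence polarization. Tris pH 7.5/NaCl/DTT/BSA buffer.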
GALK inh = qHTS Assay for Inhibitors of Human Galactokinase (GALK); Potency, µM (series often up to 57.5 µM), without a hit: at the highest dose activity change, negative = inhibition, actives largely listed as inhibitors; AID 1868, 2009; hit rate 0.007% among 270,000; P51570; Purified GALK, Kinase-Glo residual ATP luminescence; note: potency is the fitted concentration of half-maximal effect; % is set by controls: 0 for no effect and ±100 for the full control effect
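ATP-depletion format; final 35 uM ATP, 100 uM D-galactose, 5 nM enzyme; pH 8.0 HEPES/Mg2+ buffer; 60 min RT; luminescence read 10 min after detection reagent.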
Giardia killer = Small Molecules that selectively kill Giardia lamblia: qHTS | hit rate 0.15% among 340,000 | Giardia lamblia trophozoite viability | activity change, % at 7.66 µM, hits read low; in the data active = activity change below about -80%; inconclusive = between about -30% and that limit;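 note: parasites exposed to compound for two days anaerobically before the ATP read; % is set by controls: 0 for no effect and ±100 for the full control effect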
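Trophozoite viability was measured as ATP-dependent luminescence, read 15-30 min after reagent addition. Before that, parasites at 100 cells/well were exposed to compounds for 48 h, anaerobically, at 37 deg C.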
KCNH2 3.1 block = qHTS for Inhibitors of KCHN2 3.1: Mutant qHTS | Potassium voltage-gated channel subfamily H member 2, brain isoform KCNH2 3.1 (human) | U2OS KCNH2 3.1, thallium flux FluxOr; active compounds read low | activity change, % (tested at about 1.8 µM) | hit rate 0.95% among 340,000;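 active = maximum activity change below -70%; inconclusive = maximum activity change from -70% to -50%; inactive = maximum activity change above -50%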;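 note: thallium influx rate constant from kinetic fluorescence after stimulation buffer; % is set by controls: 0 for no effect and ±100 for the full control effect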
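Measured as rate of thallium-driven FluxOr signal in transduced U2OS cells carrying the 3.1 channel, read kinetically for 2 min upon stimulation; values are rate constants scaled to DMSO control wells.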
B2AR arrestin = qHTS assay of beta-arrestin-biased ligands of beta2-adrenergic receptor. Beta-2 adrenergic receptor (Homo sapiens), P07550. hit rate 0.02% among 330,000. beta-arrestin recruitment to beta2AR, cell-based reporter. Potency, µM (highest dose often 46.1 µM), without a hit: top-dose activation, usual class: activators;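 note: potency is the fitted concentration of half-maximal effect; 0% = DMSO controls and full agonism = EC100 isoproterenol or metaproterenol; nearly all actives have a fitted effect of over 65% in size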
Target sequence (P07550 whole entry, looked up): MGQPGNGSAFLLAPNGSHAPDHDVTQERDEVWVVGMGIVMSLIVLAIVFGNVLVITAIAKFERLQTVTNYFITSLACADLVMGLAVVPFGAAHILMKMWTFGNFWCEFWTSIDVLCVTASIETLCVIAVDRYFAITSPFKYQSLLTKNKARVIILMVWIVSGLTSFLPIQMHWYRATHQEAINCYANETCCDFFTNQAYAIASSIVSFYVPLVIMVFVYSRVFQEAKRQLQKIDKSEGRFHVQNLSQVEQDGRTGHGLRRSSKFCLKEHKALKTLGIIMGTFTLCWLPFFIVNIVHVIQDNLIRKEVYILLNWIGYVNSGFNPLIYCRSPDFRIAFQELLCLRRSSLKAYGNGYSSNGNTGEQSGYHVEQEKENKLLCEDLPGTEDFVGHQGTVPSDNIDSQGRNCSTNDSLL
USP2a inh = qHTS Assay for Inhibitors of Ubiquitin-specific Protease USP2a Using CHOP2 as the Reporter. USP2 core, Ub-CHOP2 coupled fluorogenic reporter, 485/531. Potency, µM (highest dose often 38.3 µM), without a hit: at the top dose activity change, negative = inhibition, hits mostly inhibitors. hit rate 0.01% among 330,000. AID 463254, 2010. Ubiquitin carboxyl-terminal hydrolase 2 (Homo sapiens), O75604;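 note: potency is the fitted concentration of half-maximal effect; plate controls were DMSO wells for no effect and full inhibition by NEM control for full effect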
Target sequence (O75604 whole entry, looked up): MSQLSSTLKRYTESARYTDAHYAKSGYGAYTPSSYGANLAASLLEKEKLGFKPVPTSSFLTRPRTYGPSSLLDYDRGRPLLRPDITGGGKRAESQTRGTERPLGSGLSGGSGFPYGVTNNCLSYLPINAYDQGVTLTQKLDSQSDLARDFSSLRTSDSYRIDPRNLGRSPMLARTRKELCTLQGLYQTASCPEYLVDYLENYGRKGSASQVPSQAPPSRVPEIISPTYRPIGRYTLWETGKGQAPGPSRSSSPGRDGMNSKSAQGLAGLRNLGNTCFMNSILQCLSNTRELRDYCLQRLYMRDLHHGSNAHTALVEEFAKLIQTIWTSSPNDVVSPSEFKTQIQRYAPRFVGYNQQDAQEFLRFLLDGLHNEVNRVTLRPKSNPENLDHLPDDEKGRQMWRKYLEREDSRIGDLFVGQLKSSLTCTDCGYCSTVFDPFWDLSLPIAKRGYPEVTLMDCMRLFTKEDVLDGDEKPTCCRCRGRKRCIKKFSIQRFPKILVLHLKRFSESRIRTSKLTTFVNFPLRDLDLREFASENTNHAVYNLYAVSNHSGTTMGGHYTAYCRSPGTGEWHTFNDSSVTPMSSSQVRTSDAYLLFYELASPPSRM
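Cell-free coupled assay: 10nM USP2 core preincubated 30min RT with compound in Tris-HCl pH 8.0/CaCl2/CHAPS buffer, then 25nM Ub-CHOP2 and 25nM reporter substrate; fluorescence (Ex 485/Em 531) read after 60min RT, normalized to NEM inhibition, concentration-response curves fitted.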
PKM2 act = qHTS Assay for Activators of Human Muscle isoform 2 Pyruvate Kinase. Pyruvate kinase PKM (Homo sapiens), P14618. purified PKM2, Kinase-Glo ATP luminescence, activation; response scale: 0% is enzyme alone, no compound. Potency, µM (titrated, usually from 57.5 µM), without a hit: top-dose activation, hits mostly activators. hit rate 0.34% among 260,000. AID 1631, 2009; note: potency is the fitted concentration of half-maximal effect; % is set by controls: 0 for no effect and ±100 for the full control effect; nearly all actives have a fitted effect of over 55% in size
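ATP formation by purified human PK-M2, quantified via coupled luciferase luminescence after 1 h at room temperature with 0.1 mM ADP and 0.5 mM PEP final.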
hERG WT inh = qHTS for Inhibitors of KCHN2 3.1: Wildtype qHTS; Voltage-gated inwardly rectifying potassium channel KCNH2 (Homo sapiens), Q12809; U2OS, BacMam KCNH2, thallium flux FluxOr; active compounds read low; activity change, % at 1.84 µM; hit rate 0.37% among 340,000; AID 720551, 2013;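 active = maximum activity change below -70%; inconclusive = maximum activity change between -70% and -50%; inactive = maximum activity change above -50%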; note: % is set by controls: 0 for no effect and ±100 for the full control effect
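U2OS cells transduced with wild-type KCNH2 virus are loaded with FluxOr dye for 45 min, and thallium flux is measured in kinetic reads before and after stimulation buffer. Rate constants are normalized to DMSO controls.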
FBPA coupling cs = qHTS Assay for Inhibitors of Fructose-1,6-bisphosphate Aldolase from Giardia Lamblia: Coupling assay counterscreen; AID 2472, 2010; activity change, negative = inhibition, % at 58.2 µM, hits read low; hit rate 0.67% among 290,000; coupling enzyme system counterscreen, AmpLite Red fluorescence; in the data active = activity change below about -30%; note: % is set by controls: 0 for no effect and ±100 for the full control effect
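Activity here indicates interference with the coupling reaction, not aldolase inhibition. Compounds at 57.5 uM final met coupling enzymes for 10 min at RT; substrate and AmpLite Red detection followed, with a 525/598 nm fluorescence read after 20 min.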
Menin-MLL TR inh = qHTS Assay for Inhibitors Targeting the Menin-MLL Interaction in MLL Related Leukemias: Competition With Texas Red Labeled MLL-derived Mutant Peptide. O00255. Menin + Texas Red MLL mutant peptide, fluorescence polarization. Potency, µM (doses to about 61.6 µM), for inactives: at the highest dose FP activity change, negative = inhibition, usual class: inhibitors. hit rate 0.23% among 270,000. AID 1768, 2009; active = well fitted inhibition curve with a large enough effect in the polarisation, with a control signal flat, not every such curve was filed as active; inconclusive = small, poorly fitted or top-dose-only effect, or effect the other way, or a change in a side signal; inactive = no such curve, though single readings can be large or run the other way; the % refers to the polarisation; note: potency is the fitted concentration of half-maximal effect; % of control where 0% means no effect; many of its hits are not listed in these tables
The depositor's hits bear a star; ? = inconclusive; . = no result given; [ ] = another dose, or the depositor's remark. Unless noted, calls come from the whole dose curve; as a rule, active = well fitted curve in the direction sought with a large enough effect; inconclusive = small, poorly fitted or top-dose-only effect, or another doubt; inactive = no such curve, though single readings can be large; an effect the other way counts as inactive or inconclusive. This is a subset (hit frequency here may not be typical).

mol,TRPV1 ag,MLL CXXC-DNA inh,GALK inh,Giardia killer,KCNH2 3.1 block,B2AR arrestin,USP2a inh,PKM2 act,hERG WT inh,FBPA coupling cs,Menin-MLL TR inh
COc1cc(C2C(C#N)=C(N)Oc3c2oc(CO)cc3=O)cc(OC)c1OC (stereo not given),1,1%,5%,11,1,-0.2%,2%,-3%,-2,-7,5%
CCn1c(CSc2nc3ccccc3s2)nnc1SCC(=O)c1ccc(O)c(O)c1,?,-17%,-3%,-5,3,0.0%,3%,9%,1,1,.
c1ccc2c3c(cc(N4CCOCC4)c2c1)OC1(N2CCOCC2)CCCCC1O3 (stereo not given),1,-3%,0%,6,-12,-0.8%,-2%,-1%,-10,4,5%
Cc1ccc(C2NCCS2)cc1 (stereo not given),-1,-1%,0%,-20,-1,4.9%,4%,-9%,-4,4,0%
O=C(CCc1cccc(Cl)c1)NC1CCCN(Cc2ccccc2F)C1 (stereo not given),11,-13%,7%,-8,-30,-1.7%,3%,1%[11.5 µM],-2,2,-24%
COc1cccc(C(=O)Nc2cccc3c2ccc2cccn23)c1,7,-16%,0%,-3,-4,0.1%,2%,-18%,-16,-3,?
COc1ccccc1NS(=O)(=O)c1ccc(C)c(C(=O)NNC(=O)c2csc(N3CCOCC3)n2)c1,.,.,.,-12,7,-0.1%,5%,.,11,.,.
O=C1c2ccccc2NC2(CCCC2)N1NS(=O)(=O)c1ccccc1,-2,-6%,9%,4,-1,-0.3%,1%,-7%,-6,-3,3%
Cc1ccccc1Cn1ccc(NC(=O)c2cnn3c2NC(c2ccccc2)CC3C(F)(F)F)n1 (stereo not given),-1,24%,-3%,-13,-5,-0.1%,3%,2%,-8,7,-1%
C=CCc1c(C)nc(C)nc1N/N=C/c1ccccc1,1,-3%,0%,7,?,-0.2%,7%,10%,-3,-10,4%
CCOC(=O)N1CCN(C(=O)CCCCCn2c(=S)[nH]c3ccsc3c2=O)CC1,-5,1%,4%,3,1,-0.5%,-1%,-1%,8,1,-7%
CCOC(=O)c1ccc(N2C(=O)CC(N3CCOCC3)C2=O)cc1 (stereo not given),0,0%,-3%,-17,10,0.1%,-1%,0%,0,0,-1%
COc1ccc(-c2csc(Nc3ncccc3C)n2)cc1OC,5,2%,1%,-16,-13,0.8%,0%,8%,-11,0,?
O=C(CSc1nnc(COc2ccccc2Cl)o1)NC(=O)NCc1ccco1,1,-8%,.,-5,-5,-0.4%,2%,11%,-7,-1,.
CCOC(=O)CC1C(=O)NCCN1C(=S)Nc1ccccc1 (stereo not given),-1,0%,0%,9,5,4.3%,1%,1%,-9,-7,-6%
O=C(CNC(c1ccccc1)c1ccccc1)Nc1ccccc1-c1ccccc1,27,4%,-1%,10,-5,-0.4%,5%,1%,1,1,-3%
COc1ccc(-c2nc3n(n2)C(c2ccncc2)C(C(N)=O)=C(C)N3)cc1 (stereo not given),-1,4%,-1%,6,8,0.2%,-2%,0%,-6,1,8%
C=CCn1c(SCC(=O)Nc2ccc(N3CCOCC3)cc2)nnc1-c1ccco1,-1,-1%,6%,-4,15,0.4%,1%,.,2,1,-20%
CC(C)(C)c1ccc(C(=O)N2CCC(NC(=O)c3ccccc3)CC2)cc1,-4,8%,3%,-23,4,-0.8%,2%,.,15,-2,?
C=CCn1sc(=N)c(C#N)c1N,1,0%,0%,-7,7,-0.2%,5%,1%,1,0,5%
Cc1ccc(NC(=O)COC(=O)c2ccc3c(=O)n4c(nc3c2)CCC4)c(Br)c1,-3,.,.,2,2,-0.2%,1%,.,7,.,.
CC(C)Oc1ccc(C(=O)OCC(=O)c2ccc[nH]2)cc1,.,.,.,9,1,2.6%,1%,.,-3,.,.
O=C(NN=C1C2CC3CC(C2)CC1C3)c1ccncc1,.,-2%,-1%,-9,3,0.1%,3%,-5%,-183*,0,.
O=C(CN1CCN(S(=O)(=O)N2CCCCCC2)CC1)Nc1ccc(F)cc1,?,9%,-3%,5,-14,-0.1%,3%,1%,10,1,0%
CCCCOC(=O)c1c(C)oc2ccc(NS(=O)(=O)c3ccc4c5c(cccc35)C(=O)N4)cc12,-2,-4%,0%,3,9,0.3%,1%,13%,-1,2,?
Cc1[nH]c2c(C)cccc2c(=O)c1CN1CCCCCC1,-4,-2%,1%,-8,0,3.1%,7%,.,-1,2,-14%
Cc1sc2ncnc(Sc3nnnn3-c3ccccc3)c2c1C,2,49%[activator],2%,2,-1,-0.6%,-1%,?,11,2,6%
CCn1nnc(NC(=O)c2cc(Cl)c(OC)c(Cl)c2)n1,5,-4%,2%,-27,-2,-1.1%,4%,-9%,22,-1,0%
C=CCSc1nnc(NC(=O)C2CC(=O)N(c3ccc4c(c3)OCCO4)C2)s1 (stereo not given),.,.,.,14,-1,0.0%,-2%,.,12,.,.
COc1cccc(Cn2nc(C(=O)O)c3ccccc3c2=O)c1,0,0%,1%,3,-2,0.0%,1%,?,-2,-1,-24%
C=CCc1cccc(CNc2nc3ccccc3n2CCN2CCOCC2)c1O,7,15%,-2%,0,-20,-0.5%,2%,20%,1,2,?
Cc1c(C(=O)N2CCCC2)sc(NC(=O)c2ccccc2)c1C#N,-1,0%,-6%,14,-2,-0.5%,2%,-2%,-7,1,11%

Some of these compounds in order of length of the SMILES, smallest number first:
mol,TRPV1 ag,MLL CXXC-DNA inh,GALK inh,Giardia killer,KCNH2 3.1 block,B2AR arrestin,USP2a inh,PKM2 act,hERG WT inh,FBPA coupling cs,Menin-MLL TR inh
CCn1nnc(NC(=O)c2cc(Cl)c(OC)c(Cl)c2)n1,5,-4%,2%,-27,-2,-1.1%,4%,-9%,22,-1,0%
C=CCc1cccc(CNc2nc3ccccc3n2CCN2CCOCC2)c1O,7,15%,-2%,0,-20,-0.5%,2%,20%,1,2,?
Cc1c(C(=O)N2CCCC2)sc(NC(=O)c2ccccc2)c1C#N,-1,0%,-6%,14,-2,-0.5%,2%,-2%,-7,1,11%
C=CCSc1nnc(NC(=O)C2CC(=O)N(c3ccc4c(c3)OCCO4)C2)s1 (stereo not given),.,.,.,14,-1,0.0%,-2%,.,12,.,.
CCCCOC(=O)c1c(C)oc2ccc(NS(=O)(=O)c3ccc4c5c(cccc35)C(=O)N4)cc12,-2,-4%,0%,3,9,0.3%,1%,13%,-1,2,?

New compounds follow.
mol,TRPV1 ag,MLL CXXC-DNA inh,GALK inh,Giardia killer,KCNH2 3.1 block,B2AR arrestin,USP2a inh,PKM2 act,hERG WT inh,FBPA coupling cs,Menin-MLL TR inh
Cc1ccc([N+](=O)[O-])cc1N/C=C1\CCc2ccccc2C1=O,2,2%,0%,18,7,0.4%,0%,-6%,-3,-15,-12%
CCN(CC(=O)Nc1c(F)cccc1F)C(=O)CNC(=O)c1cccs1,-4,.,.,-14,2,-0.1%,2%,.,-4,.,.
COc1ccc2c(CC(=O)N(C)CC3COc4ccccc4O3)coc2c1 (stereo not given),13,7%,0%,-2,-42,0.2%,-2%,-13%,-14,0,-1%
O=C(Cn1cc(C(=O)c2ccco2)c2ccccc21)NC1CC1,1,-7%,1%,-17,-10,-0.9%,0%,1%,11,1,4%
Cc1ccc(NC(=O)c2sccc2-n2cccc2)c(C)c1,5,2%,0%,2,-7,0.3%,1%,0%,0,-7,.
O=C(O)c1cc(-c2ccncc2)nc2ccc(S(=O)(=O)N3CCOCC3)cc12,1,-7%,-1%,31[activator],-7,0.1%,-1%,-10%,0,0,17%
